Screens from PubChem.
FBPA coupling cs: coupling enzyme interference in Giardia aldolase counter-screen; coupling enzyme system counterscreen, AmpLite Red fluorescence; activity change, negative = inhibition, % at 58.2 µM, hits read low; 290,000 tested, 0.67% active; AID 2472; in the data active = activity change below about -30%; also: % is scaled to controls: 0 for no effect and ±100 for the full control effect
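Activity here indicates interference with the coupling reaction, not aldolase inhibition. Compounds at 57.5 uM final met coupling enzymes for 10 min at RT; substrate and AmpLite Red detection followed, with a 525/598 nm fluorescence read after 20 min.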
Tb PFK inh: inhibitors of T. brucei phosphofructokinase; O15648; T. brucei PFK, ADP-Glo luminescence; Potency, µM (highest dose often 57.5 µM), for the others: at the highest dose activity, negative = inhibition, most hits filed as inhibitors; 330,000 tested, 0.17% active; AID 485367;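 also: potency is read from the fitted curve at half-maximal effect; 0% = uninhibited 1x PFK enzyme wells and -100% = no-enzyme wells; nearly all actives have a fitted effect of over 60% in size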
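In TEA buffer at pH 8.0 with 5 mM MgCl2, enzyme (1.25 nM) converted F6P (0.5 mM) and ATP (0.1 mM) for 45 min at room temperature. ADP product was read by luciferase luminescence.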
S-ASM inh: human S-ASM enzyme inhibition. placental ASM, HMU-PC fluorogenic substrate, 60 min. Potency, µM (doses to about 57.5 µM), for the others: top-dose activity change, negative = inhibition, usual class: inhibitors. 340,000 tested, 0.006% active. AID 504937; also: potency is read from the fitted curve at half-maximal effect
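HMU-PC0 cleavage (9 uM final) by human placental ASM, 60 min at 37 °C following 10 min compound exposure at RT; stopped at pH 10, fluorescence Ex 386/Em 447 nm.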
B2AR arrestin: beta2AR (human) beta-arrestin recruitment activity; P07550; beta-arrestin recruitment to beta2AR, cell-based reporter; Potency, µM (top dose mostly 46.1 µM), for inactives: at the top dose activation, actives largely listed as activators; 330,000 tested, 0.02% active; AID 492947;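 also: potency is read from the fitted curve at half-maximal effect; 0% = DMSO controls and full agonism = EC100 isoproterenol or metaproterenol; nearly all actives have a fitted effect of over 65% in size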
Target sequence (P07550 whole entry, looked up): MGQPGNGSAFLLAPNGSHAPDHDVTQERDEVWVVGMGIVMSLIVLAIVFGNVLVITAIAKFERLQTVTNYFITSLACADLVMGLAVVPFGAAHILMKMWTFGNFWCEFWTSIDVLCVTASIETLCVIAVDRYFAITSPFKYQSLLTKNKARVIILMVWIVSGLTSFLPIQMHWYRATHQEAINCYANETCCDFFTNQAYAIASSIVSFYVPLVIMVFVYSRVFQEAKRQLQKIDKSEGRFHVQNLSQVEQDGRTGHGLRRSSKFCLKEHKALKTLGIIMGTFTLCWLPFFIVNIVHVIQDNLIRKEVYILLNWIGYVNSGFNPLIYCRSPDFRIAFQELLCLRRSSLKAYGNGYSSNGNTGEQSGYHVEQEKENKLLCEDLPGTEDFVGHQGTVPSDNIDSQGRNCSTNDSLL
PKM2 act: activators of human pyruvate kinase M2; Potency, µM (top dose mostly 57.5 µM), without a hit: at the top dose activation, most hits filed as activators; AID 1631; 260,000 tested, 0.34% active; purified PKM2, Kinase-Glo ATP luminescence, activation; response scale: 0% is enzyme alone, no compound; also: potency is read from the fitted curve at half-maximal effect; % is scaled to controls: 0 for no effect and ±100 for the full control effect; nearly all actives have a fitted effect of over 55% in size
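Purified hPK-M2 (>95%) run at intermediate activity with 0.1 mM ADP and 0.5 mM PEP in 50 mM imidazole pH 7.2, KCl, MgCl2; 1 h room temperature. ATP formed read by Kinase-Glo luminescence; normalized to uninhibited and no-enzyme controls.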
Integrin act MD: activators of alpha7 integrin expression for muscular dystrophy; Potency, µM (series often up to 38.3 µM), without a hit: at the top dose activation, actives largely listed as activators; 350,000 tested, 0.064% active; alpha7betagal myoblasts, beta-gal FDG fluorescence, 48 h;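 also: potency is read from the fitted curve at half-maximal effect; 100% = response of the positive control SU9516; nearly all actives have a fitted effect of over 60% in size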
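Alpha7betagal+/- myoblasts (passage 13) were plated 16-24 hr, then exposed to compounds (1:260 dilution of DMSO stock) for 48 hours at 37C. After MPER lysis, β-galactosidase reporter activity was read as FDG fluorescence (ex 480/em 540) after 30 minutes.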
Chronic BCR inh: inhibitors of chronic active B-cell receptor signaling; ABC-DLBCL IkBa-CBG/CBR reporter, luminescence ratio, 4 h; Potency, µM (top dose mostly 46.1 µM), without a hit: top-dose ratio change, negative = lower green/red ratio, hits mostly inhibitors; 340,000 tested, 0.05% active; AID 493014; active = well fitted inhibition curve with a large enough effect in the signal ratio, with a control signal flat, not every such curve was filed as active; inconclusive = small, poorly fitted or top-dose-only effect, or effect the other way, or a change in a side signal; the % refers to the signal ratio;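 also: potency is read from the fitted curve at half-maximal effect; plate controls were basal doxycycline-induced cells for no effect and cells given 10 µM MG132 for full effect; MG132 reads +100%, hits lower the ratio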
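TMD8 human ABC-DLBCL cells with doxycycline-inducible IκBα–green luciferase fusion and unfused red luciferase, in 0.5% FBS medium; compounds up to 46 uM, 4 h at 37C. Green/red luminescence ratio, filter-overlap corrected, fitted to concentration-response curves.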
PTAP TSG101 blk: blocks PTAP/TSG101 interaction to inhibit HIV-1 budding; Q99816; Fluorescence polarization, FITC-PTAP peptide / Tsg101 binding; Potency, µM (titrated, usually from 115 µM), for inactives: top-dose activity change, negative = inhibition, hits mostly inhibitors; 340,000 tested, under 10 active; active = well fitted inhibition curve with a large enough effect in the main read-out, with a control signal flat, not every such curve was filed as active; inconclusive = small, poorly fitted or top-dose-only effect, or effect the other way, or a change in a side signal; inactive = no such curve, though single readings can be large or run the other way; also: potency is read from the fitted curve at half-maximal effect; % of control where 0% means no effect
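Tsg101 binding domain (10 uM final) was mixed with compound and a FITC-labeled PTAP peptide (50 nM final) in HEPES pH 7.5 buffer with NaCl, Tween 20, EDTA and TCEP; fluorescence polarization was read after 20 min at r.t.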
Giardia kill: Giardia lamblia killing. activity change, % at 7.66 µM, hits read low. Giardia lamblia trophozoite viability. 340,000 tested, 0.15% active. AID 540267; in the data active = activity change below about -80%; inconclusive = between about -30% and that limit;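 also: parasites exposed to compound for two days anaerobically before the ATP read; % is scaled to controls: 0 for no effect and ±100 for the full control effect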
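Anaerobic 48 hrs incubation at 37 deg C of 100 trophozoites/well with test compounds; ATPLite 1-Step luminescence, 15-30 min RT, reports cellular ATP as viability.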
Menin-MLL TR inh: menin-MLL binding inhibition, Texas Red mutant peptide. O00255. Menin + Texas Red MLL mutant peptide, fluorescence polarization. Potency, µM (highest dose often 61.6 µM), for inactives: top-dose FP activity change, negative = inhibition, usual class: inhibitors. 270,000 tested, 0.23% active. AID 1768; active = well fitted inhibition curve with a large enough effect in the polarisation, with a control signal flat, not every such curve was filed as active; inconclusive = small, poorly fitted or top-dose-only effect, or effect the other way, or a change in a side signal; inactive = no such curve, though single readings can be large or run the other way; the % refers to the polarisation; also: potency is read from the fitted curve at half-maximal effect; % of control where 0% means no effect; many of its hits are not listed in these tables
Target sequence (O00255 whole entry, looked up): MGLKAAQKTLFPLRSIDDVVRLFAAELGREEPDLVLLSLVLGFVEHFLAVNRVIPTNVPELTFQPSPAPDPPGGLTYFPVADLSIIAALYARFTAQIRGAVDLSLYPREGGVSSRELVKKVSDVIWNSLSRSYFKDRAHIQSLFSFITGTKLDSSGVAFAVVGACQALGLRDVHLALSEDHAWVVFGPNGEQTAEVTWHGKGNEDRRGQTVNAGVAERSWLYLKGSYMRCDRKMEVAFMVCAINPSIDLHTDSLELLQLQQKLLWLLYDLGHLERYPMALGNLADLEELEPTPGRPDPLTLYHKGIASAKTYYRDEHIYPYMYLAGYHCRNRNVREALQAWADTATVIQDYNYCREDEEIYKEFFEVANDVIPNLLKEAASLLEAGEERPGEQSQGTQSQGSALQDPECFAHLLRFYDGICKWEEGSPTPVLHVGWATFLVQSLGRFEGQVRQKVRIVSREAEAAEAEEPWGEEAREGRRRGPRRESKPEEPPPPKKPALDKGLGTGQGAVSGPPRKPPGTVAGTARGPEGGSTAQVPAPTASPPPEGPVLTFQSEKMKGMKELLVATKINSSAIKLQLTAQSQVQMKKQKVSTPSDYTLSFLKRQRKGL
GALK inhibitor: inhibitors of human galactokinase; 270,000 tested, 0.007% active; P51570; Potency, µM (top dose mostly 57.5 µM), inactives show top-dose activity change, negative = inhibition, usual class: inhibitors; Purified GALK, Kinase-Glo residual ATP luminescence; also: potency is read from the fitted curve at half-maximal effect; % is scaled to controls: 0 for no effect and ±100 for the full control effect
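Human GALK (5 nM) with 35 uM ATP and 100 uM galactose in 20 mM HEPES pH 8.0, 5 mM MgCl2, 60 mM NaCl, 1 mM DTT, 0.01% BSA. After 1 h at room temperature, leftover ATP was read by Kinase-Glo Plus luminescence.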
Numbers without * were called inactive; ? = inconclusive; . = no result given; [ ] = remark or other dose. Unless noted, calls follow the shape of the dose curve; as a rule, active = well fitted curve in the direction sought with a large enough effect; inconclusive = small, poorly fitted or top-dose-only effect, or another doubt; inactive = no such curve, though single readings can be large; an effect the other way counts as inactive or inconclusive. Some of the compounds tested; rates above refer to the full screens.

The first 2 records as a preview:
SMILES	FBPA coupling cs	Tb PFK inh	S-ASM inh	B2AR arrestin	PKM2 act	Integrin act MD	Chronic BCR inh	PTAP TSG101 blk	Giardia kill	Menin-MLL TR inh	GALK inhibitor
CCCCn1c(SCC(=O)N(C)C)nnc1-c1ccncc1	-2	-25%	-4%	-1.1%	-7%	0%	0%	-1%	7	9%	3%
O=C(NC1CCCCC1)C(c1ccco1)N(CCc1ccccc1)C(=O)C(F)(F)F (stereo not drawn)	-2	-10%	-3%	-0.7%	1%	-7%	?	-11%	5	5%	-3%

The list itself, previewed entries included:
SMILES	FBPA coupling cs	Tb PFK inh	S-ASM inh	B2AR arrestin	PKM2 act	Integrin act MD	Chronic BCR inh	PTAP TSG101 blk	Giardia kill	Menin-MLL TR inh	GALK inhibitor
CCCCn1c(SCC(=O)N(C)C)nnc1-c1ccncc1	-2	-25%	-4%	-1.1%	-7%	0%	0%	-1%	7	9%	3%
O=C(NC1CCCCC1)C(c1ccco1)N(CCc1ccccc1)C(=O)C(F)(F)F (stereo not drawn)	-2	-10%	-3%	-0.7%	1%	-7%	?	-11%	5	5%	-3%
COc1ccc(CCNC(=O)C2CCCCC2C(=O)O)cc1OC (stereo not drawn)	.	-1%	.	-0.3%	1%	.	3%	.	.	-11%	-2%
CCOC(=O)CC1(NC(=O)C2CCC(=O)N(CCc3ccc(OC)cc3)C2)CCCCC1 (stereo not drawn)	5	-1%	2%	3.6%	.	5%	4%	-4%	-7	-8%	5%
CCOc1ccc(CNc2nc3ccccc3n2C)cc1	-1	-15%	-4%	-0.6%	-11%	?	12%	-4%	-1	-15%	8%
Cc1c(N2C(=O)CSC2c2ccc(F)cc2)c(=O)n(-c2ccccc2)n1C (stereo not drawn)	2	2%	-3%	-0.4%	3%	1%	-11%	-1%	9	.	3%
O=C(O)/C=C/S(=O)(=O)c1ccc2ccccc2c1	6	1%	1%	-0.9%	1%	0%	?	-5%	-10	.	3%
CCn1c2ccccc2c2cc(C3C(C#N)=C(N)Oc4n[nH]c(COC)c43)ccc21 (stereo not drawn)	-8	-2%	-5%	-0.3%	8%	-2%	?	-2%	1	?	0%
CSc1nnc(C2CCCN(CC(=O)Nc3ccccc3N3CCOCC3)C2)n1C(C)C (stereo not drawn)	-2	-1%	1%	0.4%	2%	-4%	?	2%	4	-16%	9%
Cc1cccc(C)c1NC(=O)CN1N=NC2C(=O)N(c3cccc(Cl)c3)C(=O)C21 (stereo not drawn)	6	3%	3%	11%	-5%	5%	11%	0%	18	-22%	0%
COc1ccc(Cn2c(O)c(C=Nc3ccc(OC)cc3)c3ccccc3c2=O)cc1	-6	0%	8%	-0.1%	8%	12%	2%	0%	-10	14%	1%
Cc1cccc(C)c1OCc1cc(C(=O)N2CC3C[C@@H]4CC2C[C@H](C3)C4)no1	.	13%	-5%	0.2%	-9%	-31%	2%	-5%	2	.	-9%
O=C(CSC1=NCCS1)c1ccc(Cl)cc1	2	-27%	-2%	0.2%	0%	-1%	-2%	0%	14	0%	-1%
COC(=O)Cc1ccc(NC(=S)NCCSc2ccc(Cl)cc2)cc1	-1	-2%	-7%	3.1%	3%	-25%	2%	-1%	7	.	1%
COC(=O)c1sc(S(=O)(=O)N2CCCCC2C(=O)O)c(C(=O)OC)c1C (stereo not drawn)	1	-1%	6%	0.0%	0%	13%	5%	1%	-4	-11%	0%
COc1cccc2cc(C(=O)Nc3ccc(F)cc3)c(=Nc3ccc(C(=O)O)cc3)oc12	2	0%	0%	-0.2%	-6%	14%	?	-4%	-22	?	2%
CC(=O)Nc1ccccc1NS(=O)(=O)c1ccc(Cl)cc1	3	3%	0%	-0.5%	2%	1%	?	-1%	-4	-3%	1%
Cc1cccc2[nH]c(CN(C)C(=O)CC3C(=O)NCCN3CC(C)(C)C)nc12 (stereo not drawn)	0	2%	10%	0.1%	2%	20%	-10%	-4%	6	0%	6%
O=C(COC(=O)COc1ccc(Br)cc1)Nc1ccc2c(c1)OCCO2	.	-3%	-11%	-0.1%	.	-22%	-11%	-1%	11	.	.
Cc1cc(NC(=O)c2ccccc2-c2ccccc2)ccc1Br	-1	-1%	-8%	-1.9%	0%	-3%	13%	0%	5	18%	1%
CCn1c(C)[n+](CC)c2ccc(C(=O)N(C)c3ccccc3)cc21	1	0%	1%	-0.8%	-13%	0%	0%	-6%	4	0%	-2%
CCn1c(CC(=O)Nc2ccccc2)nnc1SCC(=O)NC1CCCC1	-1	-1%	-3%	-1.0%	-7%	-9%	-1%	-5%	-20	0%	-1%
COc1ccc(/C=N/OCc2ccccc2C#N)c(OC)c1	1	-8%	-5%	0.3%	.	-15%	0%	-4%	6	?	.
COc1ccc(C(=O)Nc2ccc(N3CCN(C)CC3)cc2)cc1[N+](=O)[O-]	-3	-2%	-2%	-0.2%	-2%	-9%	5%	-1%	-6	-9%	-1%
Cc1cc(C)c2nc(N3CCC(C(=O)NCCCN4CC(C)CC(C)C4)CC3)sc2c1 (stereo not drawn)	2	0%	-5%	0.1%	4%	-67%[inhibitor]	?	-4%	4	-7%	0%
C=CCn1c(=O)c2ccccc2n2c(SCc3csc(-c4ccccc4)n3)nnc12	-1	1%	-3%	0.4%	3%	-21%	0%	-8%	19	-4%	-1%
COc1ccc(CNC(=O)C2CCN(S(=O)(=O)N3CCOCC3)CC2)cc1	-1	1%	-1%	-0.3%	0%	-13%	-1%	-1%	5	-17%	1%
COC(=O)c1ccccc1-c1cn(C)c2ccccc2c1=O	0	2%	1%	-1.1%	.	10%	1%	0%	-13	-1%	-1%
COc1ccc(Cn2c(=O)[nH]c3cc(C(=O)NCCCN4CCCC4=O)ccc3c2=O)cc1	4	8%	212%[activator]	-1.2%	-4%	3%	-1%	-3%	4	-13%	-2%
CCC(=O)Nc1ccc2nn(-c3ccc(F)cc3)nc2c1	1	-3%	43%	-0.9%	-4%	-21%	4%	-4%	11	30%[activator]	4%
CC1(C)CC(=O)c2cc(C(=O)NC3CCSC3=O)c(=O)n(-c3ccc(Cl)cc3)c2C1 (stereo not drawn)	0	0%	7%	-0.7%	6%	-22%	-1%	-1%	-8	-22%	0%
Cn1c2ccccc2c2cc(C(=O)O)ccc21	4	4%	-3%	-0.2%	-2%	-2%	-15%	-3%	-10	-1%	2%
Cc1ccc(S(=O)(=O)N(CC(=O)N/N=C/c2cccc3c2OCCO3)c2ccccc2F)cc1	1	4%	-17%	0.9%	5%	0%	1%	-10%	10	0%	1%
c1ccc(-c2nnc(-c3ccco3)o2)cc1	3	-1%	1%	-0.2%	-4%	-11%	-14%	-7%	0	-6%	0%
C[N+](C)(C)CC/C=C1/c2ccccc2CSc2ccccc21	5	3%	0%	0.1%	-2%	-18%	0%	-3%	-12	0%	0%
Cc1ccc(S(=O)(=O)N2CCOCC2)cc1NC(=O)CSc1nnc2n1CCCCC2	.	6%	5%	0.3%	.	-2%	6%	-1%	-1	.	.
COc1ccc(/C=C/C(=O)NCCc2c[nH]c3ccccc23)cc1OC	1	1%	-2%	0.2%	6%[11.5 µM]	-34%	?	-2%	9	?	7%
C/C(Cn1nnc([N+](=O)[O-])n1)=N\NC(=O)c1ccccc1O	-35*	8%	9%	0.3%	-2%	-30%	?	1%	-11	.	-2%
COc1ccc(CNC(=O)c2cnc(C)cn2)cc1	0	-21%	0%	0.2%	-3%	-12%	0%	-9%	-15	1%	-1%
Cc1ccc2oc(C(=O)N3CCC(O)(c4ccccc4)CC3)c(C)c2c1	0	1%	-4%	0.0%	0%	-39%	-18%	-2%	-29	-3%	6%
O=C(C1=C[C@H](c2coc3ccccc3c2=O)C[C@H](OCCCCO)O1)N1CCOCC1	1	1%	29%	-0.6%	-1%	25%	-3%	.	36[activator]	2%	-3%
CC1CCCN(S(=O)(=O)c2cccc(C(=O)NCC3CCCO3)c2)C1 (stereo not drawn)	.	5%	3%	0.0%	.	12%	6%	-2%	-13	.	.
Cn1c(=O)c(Sc2ccc(Cl)cc2)c(O)c2ccccc21	3	12%	0%	-0.8%	-5%	4%	1%	0%	11	4%	3%
O=C(CN(c1ccc(F)cc1)S(=O)(=O)c1ccc2c(c1)OCCO2)NCc1cccnc1	2	1%	1%	-0.2%	-1%	4%	?	-2%	-11	-6%	2%
COc1ccc(CCn2c(NN=C3CCCCC3)nc3c2c(=O)[nH]c(=O)n3C)cc1	-26	-12%	0%	0.0%	1%	-2%	0%	-4%	-10	.	1%
